Assay outcomes: PubChem BioAssay, National Center for Advancing Translational Sciences (NCATS)
S3 lipid droplet – qHTS Assay for Lipid Storage Modulators in Drosophila S3 Cells. Drosophila S3 cells, BODIPY lipid droplet fluorescence, 18-24 h; cells fed with added oleic acid. Potency in µM for hits, for the others lipid storage change, negative = inhibition, % at the top dose, mostly 46.1 µM. 320,000 tested, 0.64% active. AID 2685; active = well fitted inhibition curve with a large enough effect in the signal ratio, with a control signal flat, not every such curve was filed as active; inconclusive = small, poorly fitted or top-dose-only effect, or effect the other way, or a change in a side signal; the % refers to the signal ratio
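Drosophila S3 cells loaded with oleic acid (400 uM, as added) and compounds at several concentrations; lipid droplets imaged by 488-nm laser-scanning cytometry, 500–530 nm intensity and object ratio to cell channel. Percent activity normalized to 20 uM Triacsin C.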
S3 lipid droplet cell count max – further read-out of S3 lipid droplet, marked with its call; cell number change, %; measured here: cell count max response;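 cells counted by Cell Tracker Red CMTPX staining in the red channel; peak over a dose series mostly up to 46.1 µM; percent activity relative to internal control wells on each plate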
* marks the source's active call; other numbers are inactive results; i = inactive; ? = inconclusive; nt = not tested or not shown. % is set by controls: 0 for no effect and ±100 for the full control effect; potency is the fitted concentration of half-maximal effect. Some of the compounds tested; the hit share may differ from the screen's.

No.	smiles	S3 lipid droplet	S3 lipid droplet cell count max
1	Cc1ccc2c(c1)N(CC(=O)NCCc1ccccc1)C(=O)c1cccnc1O2	?	nt
2	c1ccc2c3c(c(CN4CCCCC4)cc2c1)COC3	?	nt
3	COc1cc(/C=C(\C#N)C(=O)c2c[nH]c3ccccc23)cc(OC)c1O	-5%	nt
4	COc1ccccc1-c1cc(C(=O)Nc2sc3c(c2C#N)CCC(C)C3)c2ccccc2n1 (stereo unspecified)	?	nt
5	Cc1cc(C)c(CSc2nnnn2-c2ccc(C(=O)O)cc2)c(C)c1	-3%	16
6	Cc1ccc(C2=NN(S(C)(=O)=O)C(c3ccc4nccnc4c3)C2)cc1 (stereo unspecified)	?	nt
7	COC(=O)c1c(NC(=O)Cc2cccs2)sc2c1CCCC2	?	nt
8	NNC(=O)CN1C(c2ccccc2)=Nc2ccc(Br)cc2C1c1ccccc1 (stereo unspecified)	?	nt
9	Cc1ccc(C(=O)N2CCN(S(=O)(=O)c3ccccc3C#N)CC2)cc1S(=O)(=O)N1CCOCC1	?	nt
10	CCOC(=O)c1c(C)[nH]c(=S)c(C#N)c1-c1ccc(OC)cc1	?	nt
11	CC(=O)N1CC23C=CC(CC2CC12CCCCCC2)O3 (stereo unspecified)	5%	1
12	CCCCn1c(CN2C(=O)c3ccccc3C2=O)nc2ccccc2c1=O	?	nt
13	CCCN(CCC)S(=O)(=O)c1ccc(Cl)c(OC)c1	23%	18
14	COC(=O)c1ccc(C2c3[nH]c4ccccc4c3C[C@H]3C(=O)N(C)CC(=O)N23)cc1 (stereo partly specified)	21%	-2
15	Cc1c(Br)c([N+](=O)[O-])nn1CC(=O)Nc1ccc2nc3n(c(=O)c2c1)CCCC3	3%	-27
16	COc1ccc(C(=O)C2CCCN(C(=O)Cn3cncn3)C2)cc1OC (stereo unspecified)	?	nt
17	O=C1OC(N2C(=O)CC[C@H]2C(=O)Nc2ccc(F)c(F)c2)c2ccccc21 (stereo partly specified)	18%	-3
18	CC(O)CCC(=O)NCCNC(=O)CCC(C)O (stereo unspecified)	?	nt
19	O=C(NNC(=O)c1cc(-c2ccc(Cl)cc2Cl)nc2ccccc12)Nc1ccccc1	?	nt
20	Cc1nc2ccccc2nc(C)c1=NOCc1cccc(F)c1	?	nt
21	O=C(COc1ccccc1)N1c2ccccc2Sc2ccccc21	?	nt
22	Cc1cc(C)n(CC(=O)NNC(=O)COc2ccc(Cl)cc2Cl)n1	?	nt
23	COc1ccc(CNc2ncc(-c3ccc(F)cc3)n2C)c2ccccc12	?	nt
24	O=C(c1ccccc1SCc1ccc(F)cc1)N1CCOCC1	i	-8
25	COc1cccc(C(c2sc3nc(C)nn3c2O)N2CCC3(CC2)OCCO3)c1 (stereo unspecified)	15%	-2
26	O=C(Cc1c(O)c2ccccc2[nH]c1=O)NCc1ccc(F)cc1	-3%	-2
27	Cc1c(C(=O)N2CCc3ccccc3C2)oc2ccc(S(=O)(=O)N3CC(C)CC(C)C3)cc12 (stereo unspecified)	?	nt
28	CCS(=O)(=O)c1ccc2c(c1)N(S(=O)(=O)c1ccc(C)cc1)CC(C(=O)O)O2 (stereo unspecified)	?	nt
29	CCCCn1c(=S)[nH]c2ccccc2c1=O	7%	nt
30	COCC(=O)Nc1ccc([N+](=O)[O-])cc1OC	?	nt
31	CCN(CC(=O)Nc1ccc(NC(C)=O)cc1)CC(=O)Nc1ccc(F)c(Cl)c1	?	nt
32	COc1cccc(C(=O)NCc2n[nH]c(=S)n2-c2cccc(C)c2)c1	12%	-12
33	O=C(CN1C(=O)C(=O)N(Cc2ccccc2)C1=O)Nc1ccc(F)c(Cl)c1	-5%	0
34	COc1ccc2c(CC(=O)N3CCc4ccccc43)coc2c1	?	nt
35	C=CCNC(=O)c1c(CSc2ccc(F)cc2)noc1C(=O)NCCC	?	nt
36	COc1ccc(/C=C2\SC(=Nc3ccccc3)NC2=O)cc1	-18%	-7
37	S=C(Nc1ccc(Cl)cc1)c1nc2ccccc2[nH]1	?	nt
38	CNC(=O)Nc1cccc(C(F)(F)F)c1	11%	3
39	CC1(C)OC(=O)N(c2ccccc2)C12C=Cc1c(ccc3ccccc13)O2 (stereo unspecified)	0%	-15
40	CC1CN(C(=O)CCc2ccccc2)C(C)CN1C(=O)CCc1ccccc1 (stereo unspecified)	13%	-13
41	CCCCn1nnnc1SCC(=O)NC1CCCCC1	-14%	5
42	Cc1nc(NC(=O)CSc2nncs2)c(Cl)cc1Cl	-4%	1
43	Cc1cnnn1-c1ccc(C(=O)CCl)cc1	7%	1
44	CCOc1ccc(NC(=O)CC2C(=O)N(c3ccccc3)C(=O)N2Cc2ccccn2)cc1 (stereo unspecified)	?	nt
45	N=c1c(C(=O)NCC2CCCO2)cc2c(=O)n3ccccc3nc2n1Cc1ccc(F)cc1 (stereo unspecified)	?	nt
46	O=C(Nc1nc2ccccc2[nH]1)c1cccc(F)c1	?	nt
47	CCOC(=O)c1nn(-c2ccc(F)cc2)c2nc(CC(C)C)c(C#N)c(=O)n12	2%	5
48	Cc1cc(C)c(C(=O)NCC2CCCO2)c(C)c1C(=O)NCC1CCCO1 (stereo unspecified)	?	nt
49	O=C(Cn1cnc2ccccc2c1=O)OCC(=O)c1ccc2c(c1)OCCO2	?	nt
50	CCC(=O)NC(c1cccs1)c1cc(Br)c2cccnc2c1O (stereo unspecified)	20%	24

The results go on.
No.	smiles	S3 lipid droplet	S3 lipid droplet cell count max
51	CC(C)OCC(O)CN1CCN(CCN2C(=O)c3cccc4cccc(c34)C2=O)CC1 (stereo unspecified)	i	13
52	CCOc1ccc(S(=O)(=O)NCCC(=O)NCC(c2cccs2)N(C)C)cc1 (stereo unspecified)	?	nt
53	COc1ccc(N(CC(=O)Nc2cc(Cl)ccc2OC)C2=NC3CS(=O)(=O)CC3S2)cc1 (stereo unspecified)	29%	-13
54	Cc1ccccc1OCC(=O)Nc1nc(C)c(C(=O)N(C)C)s1	?	nt
55	CN(CC(=O)Nc1cc(S(=O)(=O)N2CCCC2)ccc1Cl)Cc1ccc2c(c1)OCO2	?	nt
56	O=C(Nc1ccccc1)c1ccc(S(=O)(=O)N2CCC(C(=O)O)CC2)cc1	i	-20
57	CC(=O)c1cccc(S(=O)(=O)N2CCC(C(=O)NC3CCCC3)CC2)c1	16%	0
58	O=C(c1ccccc1)N1CCOC12CCN(c1ncc(C(F)(F)F)cc1Cl)CC2	?	nt
59	CC(=O)C1=C(C)N(CC2CC2)C(=O)N[C@H]1c1ccc(Br)cc1	-1%	10
60	CCn1c(SCC(=O)n2c(C)c(C)c3ccccc32)nnc1-c1ccco1	?	nt
61	COc1ccc(C(=O)N2CCN(CCNC(=O)C(=O)Nc3ccc(F)cc3)CC2)cc1OC	?	nt
62	O=C(N[C@H](Cc1cc(=O)[nH]c2ccccc12)C(=O)O)c1ccc(Cl)cc1	?	nt
63	CCS(CC)=NS(=O)(=O)c1ccc(NC(C)=O)cc1	13%	9
64	O=C(CN1C(=O)C2C3C=CC(C3)C2C1=O)Nc1ccc(S(=O)(=O)N2CCCCC2)cc1 (stereo unspecified)	?	nt
65	Cc1nn(C)c(C)c1NC(=O)c1cc2nc(-c3ccco3)cc(C(F)(F)F)n2n1	17%	3
66	COc1ncccc1-c1nnn(-c2ccc(C)cc2)n1	?	nt
67	O=C1CCCC2=C1C(c1ccccc1)CC(=O)N2c1ccc(F)cc1F (stereo unspecified)	?	nt
68	CCN(C(=O)CN1C(=O)NC(c2ccccc2)(c2ccccc2)C1=O)c1ccccc1	i	26
69	CCCc1nc(N)c(C#N)c(N)c1C#N	11%	7
70	COc1ccc(C(=O)Nc2cc3c(cc2N2CCOCC2)n(C)c(=O)n3C)cc1OC	i	7
71	N#CC1=C(SCC(=O)NCc2ccccc2)NC(=O)CC1c1ccco1 (stereo unspecified)	i	nt
72	C=CCOc1ccc(/C=C\c2nc(O)c([N+](=O)[O-])c(=O)[nH]2)cc1OC	?	nt
73	CN(C)c1cc[n+](CC[n+]2ccc(N(C)C)cc2)cc1	?	nt
74	O=C(O)CN1CCNCC1	?	nt
75	Cc1ccc(-c2nn(-c3cccc(F)c3)cc2CNCc2cccnc2)o1	-5%	0

Filtered by structure: the entries above with a cyano group.
No.	smiles	S3 lipid droplet	S3 lipid droplet cell count max
3	COc1cc(/C=C(\C#N)C(=O)c2c[nH]c3ccccc23)cc(OC)c1O	-5%	nt
4	COc1ccccc1-c1cc(C(=O)Nc2sc3c(c2C#N)CCC(C)C3)c2ccccc2n1 (stereo unspecified)	?	nt
9	Cc1ccc(C(=O)N2CCN(S(=O)(=O)c3ccccc3C#N)CC2)cc1S(=O)(=O)N1CCOCC1	?	nt
10	CCOC(=O)c1c(C)[nH]c(=S)c(C#N)c1-c1ccc(OC)cc1	?	nt
47	CCOC(=O)c1nn(-c2ccc(F)cc2)c2nc(CC(C)C)c(C#N)c(=O)n12	2%	5
69	CCCc1nc(N)c(C#N)c(N)c1C#N	11%	7
71	N#CC1=C(SCC(=O)NCc2ccccc2)NC(=O)CC1c1ccco1 (stereo unspecified)	i	nt

Next part.
No.	smiles	S3 lipid droplet	S3 lipid droplet cell count max
76	CCOC(=O)c1ccccc1NC(=O)c1cc2sccc2n1C	?	nt
77	C=CCN1C(=O)N(CC=C)c2cccc3cccc1c23	i	15
78	CCc1ccn2cc(-c3cc(-c4ccccc4)no3)nc2c1	7%	3
79	O=C(O)CSc1nnc(-c2ccc(Cl)cc2Cl)n1Cc1ccccc1	5.8µM*	-15*
80	O=C1C2CCCN2C(c2ccccc2F)N1c1ccc(F)cc1 (stereo unspecified)	?	nt
81	CCN(CC)c1ccc(CN2CCC(C(=O)NCc3ccc(C)cc3)CC2)cc1	-5%	12
82	Cc1cccc(C(=O)NC2CCN(C(=O)N3CCOCC3)CC2)c1	?	nt
83	Cn1cc(C(c2ccccc2OCC(=O)O)c2cn(C)c3ccccc23)c2ccccc21	10%	-11
84	O=C(Nc1nccs1)C(Br)C(Br)c1ccccc1 (stereo unspecified)	?	nt
85	CC(Cc1ccccc1)C(=O)Nc1ccccc1 (stereo unspecified)	1%	nt
86	O=C(CCc1nnc(-c2ccc3c(c2)OCO3)o1)NCCc1ccccc1F	?	nt
87	CC(=O)c1cccc(NC(=O)CSc2nnc(-c3cccnc3)o2)c1	5%	13
88	COC(=O)c1ccc(Oc2nc(N3CCCCC3)nc(N3CCOCC3)n2)cc1	?	nt
89	N/C(=N\OC(=O)CCCc1ccccc1)c1ccccc1	?	nt
90	O=C(c1cccnc1)N1CCN(C(=O)c2cccs2)CC1	1%	7
91	Cc1nc(CNC(=O)c2cc(COc3c(F)cccc3F)on2)cs1	?	nt
92	Cc1ccc(-c2nc(CS(=O)CC(=O)NCc3ccc(Cl)cc3)c(C)o2)cc1 (stereo unspecified)	?	nt
93	O=S(=O)(c1ccc(Cl)cc1)c1snnc1-c1ccccc1	?	nt
94	Cc1ccc(S(=O)(=O)Nc2ccc(O)c(S(=O)(=O)c3ccc(C)cc3)c2)cc1	?	nt
95	O=C(CCc1ccccc1)Nc1ccc(S(=O)(=O)Nc2nccs2)cc1	?	nt
96	Cc1ccc(CNC(=O)CN(c2ccc(Cl)cc2)S(C)(=O)=O)cc1	-26%	-1
97	COc1ccc(C)cc1NC(=O)C(Sc1nnc(Nc2cc(C)ccc2OC)s1)c1ccccc1 (stereo unspecified)	?	nt
98	CSc1ncc(Cl)c(C(=O)C(C#N)c2nc3c(C)cc(C)cc3c(=O)[nH]2)n1 (stereo unspecified)	5%	-3
99	CCOc1ccc(CCNC(=O)COC(=O)c2ccccc2O)cc1OCC	?	nt
100	COc1cccc(OCc2nc3ncc(Br)cc3[nH]2)c1	?	nt
101	Cc1cnc(C(=O)OCC(=O)N(C(C)C)C(C)C)cn1	?	nt
102	Cc1ccc(NC(=O)C2CCCN2S(=O)(=O)c2ccc3c(c2)n(C)c(=O)c(=O)n3C)cc1C (stereo unspecified)	-3%	-16
103	CC(C)(C)C(=O)Nc1ccc(C(=O)CN2C(=O)NC3(CCOc4ccccc43)C2=O)cc1 (stereo unspecified)	?	nt
104	Cn1c(SCC(=O)c2cc3ccccc3o2)nnc1-c1ccccc1	i	nt
105	Cc1cccc(N(C(=O)c2csnn2)C(C(=O)NC2CCCC2)c2ccncc2)c1 (stereo unspecified)	?	nt
106	COc1cccc(C(=O)NC2CC3CCCC(C2)N3Cc2ccc(C)cc2)c1 (stereo unspecified)	-12%	-19
107	CC(C)CC(=O)Nc1nnc(-c2ccco2)s1	13%	7
108	NC(=O)CC(NC(=O)Cc1ccc(Br)cc1)c1ccc(NCC2CC2)c([N+](=O)[O-])c1 (stereo unspecified)	17%	6

Whole records as entered above:
`COc1cccc(C(=O)NC2CC3CCCC(C2)N3Cc2ccc(C)cc2)c1` (stereo unspecified) as listed: S3 lipid droplet: -12%; S3 lipid droplet cell count max: -19
`Cc1cccc(N(C(=O)c2csnn2)C(C(=O)NC2CCCC2)c2ccncc2)c1` (stereo unspecified) as listed: S3 lipid droplet: ?; S3 lipid droplet cell count max: nt
